High-throughput results (PubChem)
TDP1 cell CPT = growth inhibition of DT40 Tdp1-/-;hTDP1 cells with camptothecin (screen for TDP1 inhibitors); Potency, µM (highest dose often 46.2 µM), inactives show at the top dose activity change, negative = growth inhibition, actives largely listed as inhibitors; actives 12% (n = 420,000); chicken DT40 Tdp1-/-;hTDP1 cells + 20 nM CPT, ATP luminescence, 48 h; note: nearly all actives have a fitted effect of over 55% in size
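Cell growth measured by CellTiter-Glo luminescence after a minimum 48 h, 37 C compound exposure with 20 nM CPT in Tdp1-knockout DT40 cells stably expressing hTDP1, seeded 400/well; qHTS titration format.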
TDP1 cell noCPT = qHTS for Inhibitors of human tyrosyl-DNA phosphodiesterase 1 (TDP1): qHTS in cells in absence of CPT; actives 15% (n = 420,000); Potency, µM (top dose mostly 46.2 µM), without a hit: at the top dose activity change, negative = growth inhibition, hits mostly inhibitors; DT40 Tdp1-/- hTDP1 cells, no CPT, ATP luminescence, 48 h; note: nearly all actives have a fitted effect of over 55% in size
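Compound effects on proliferation are scored in DT40 Tdp1-/-;hTDP1 cells in the absence of CPT. ATP levels (CellTiter-Glo luminescence) are recorded after a ≥48 hr, 37 °C incubation.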
TDP1 block = inhibitors of human tyrosyl-DNA phosphodiesterase TDP1; actives 0.28% (n = 350,000); Potency, µM (titrated, usually from 130 µM), for inactives: top-dose activity change, negative = inhibition, usual class: inhibitors; AID 485290; Q9NUW8; recombinant TDP1, AlphaScreen DNA substrate cleavage; note: nearly all actives have a fitted effect of over 40% in size
Target sequence (Q9NUW8 whole entry, looked up): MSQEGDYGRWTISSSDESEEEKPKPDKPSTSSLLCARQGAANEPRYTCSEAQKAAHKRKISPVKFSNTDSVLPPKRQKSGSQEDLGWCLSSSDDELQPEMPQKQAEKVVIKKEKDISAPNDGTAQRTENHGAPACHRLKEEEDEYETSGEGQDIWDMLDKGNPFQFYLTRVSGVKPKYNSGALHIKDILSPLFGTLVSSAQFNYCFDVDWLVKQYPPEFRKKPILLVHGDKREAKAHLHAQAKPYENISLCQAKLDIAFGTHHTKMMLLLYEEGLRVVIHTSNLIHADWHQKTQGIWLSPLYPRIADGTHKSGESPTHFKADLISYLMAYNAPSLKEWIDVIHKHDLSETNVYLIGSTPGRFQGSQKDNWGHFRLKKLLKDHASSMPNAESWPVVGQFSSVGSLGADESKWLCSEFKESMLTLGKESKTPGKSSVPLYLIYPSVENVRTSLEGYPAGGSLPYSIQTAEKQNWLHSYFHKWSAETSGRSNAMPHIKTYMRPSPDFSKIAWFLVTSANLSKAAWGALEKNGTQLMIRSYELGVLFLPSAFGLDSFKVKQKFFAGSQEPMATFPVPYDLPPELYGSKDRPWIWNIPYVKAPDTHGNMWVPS
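Tdp1 1 nM final; 15 min RT w/ cpd; substrate 15 nM, 5 min; beads 10 ug/ml, 10 min; AlphaScreen read. Neg ctrl: no enzyme.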
* = called active by the depositor; ? = inconclusive; . = no result given; [ ] = dose if it differs, or a comment. Calls come from the whole dose curve; as a rule, active = well fitted curve in the direction sought with a large enough effect; inconclusive = small, poorly fitted or top-dose-only effect, or another doubt; inactive = no such curve, though single readings can be large; an effect the other way counts as inactive or inconclusive. % is set by controls: 0 for no effect and ±100 for the full control effect; potency is the fitted concentration of half-maximal effect.

Each structure is followed by: TDP1 cell CPT | TDP1 cell noCPT | TDP1 block
1: CCOC(=O)N1CCN(C(=O)c2c[nH]c3ccc(S(=O)(=O)N(C)c4cccc(C)c4)cc3c2=O)CC1
→ -14% | 14% | 0%
2: O=C(Nc1ccc(F)cc1)c1cccc2c1C(=O)N(Cc1ccccn1)C2
→ ? | ? | 3%
3: O=C(NCc1ccc2c(c1)OCO2)C(=O)NCC(c1ccco1)N1CCN(c2ccccc2)CC1 (centres undefined)
→ ? | ? | 1%
4: O=C(c1ccc(Cn2cc(Cl)c([N+](=O)[O-])n2)cc1)N1CCN(Cc2ccccc2)CC1
→ ? | ? | 10%
5: O=C(CC(c1ccccc1)c1ccccc1O)NCc1ccccc1 (centres undefined)
→ -13% | ? | 1%
6: Cc1ccc(NC(=S)NNC(=O)c2ccccc2OC(F)F)cc1
→ ? | ? | 11%
7: CCOc1ccccc1C1c2[nH]c3ccccc3c2C[C@H]2C(=O)N(C3CC3)CC(=O)N12 (some centres undefined)
→ 3% | 11% | .
8: Cc1cc(NC(=O)c2cnn3c(C(F)F)cc(-c4ccccc4)nc23)no1
→ 15µM* | 9.2µM* | 4%
9: O=C(NC(=S)Nc1ccccc1)c1ccc(-c2ccccc2)cc1
→ ? | 18µM* | 5%
10: Cc1ccc(S(=O)(=O)N2CCN(CC(=O)NC(C)c3ccccc3)CC2)cc1 (centres undefined)
→ 1% | -23% | 2%[0.505 µM]
11: CC1(OC(=O)CCc2ccccc2)C(=O)C=C2C=C(c3ccc(C#N)cc3)N(CCc3ccccn3)C=C2C1=O (centres undefined)
→ -23% | -15% | 14%[12.3 µM]
12: CCn1c(O)c(N=N)c2ccccc21
→ 20% | 4% | 2%
13: Cc1ccc(S(=O)(=O)N2CCN(c3ncnc4sccc34)CC2)cc1C
→ 5.8µM* | 5.8µM* | 7%
14: COc1ccccc1-c1ccc2ncnc(Nc3ccccc3)c2c1
→ 21µM* | -94% | .
15: Cc1ccccc1OCC(=O)Nc1nc2ccccc2[nH]1
→ 29% | -5% | -5%
16: CCCCn1c(N)c(N(CC(C)C)C(=O)CN(C)Cc2cccc(OC)c2)c(=O)[nH]c1=O
→ -12% | -21% | 0%
17: COc1cc(C=NO)nc(-c2ccccn2)c1
→ 1.3µM* | 1.2µM* | .
18: COc1cc(NC(=O)Cc2ccc(S(=O)(=O)N3CCOCC3)s2)c(OC)cc1Cl
→ ? | 21µM* | -9%[0.505 µM]
19: Cc1cc(/C=C2\SC(=S)NC2=O)c(C)[nH]1
→ -3% | -2% | 11%
20: COC(=O)c1cc2oc(C)cc2n1Cc1ccccc1Cl
→ ? | ? | 7%

Continued; it opens with the 7 that closed the last part.
Each structure is followed by: TDP1 cell CPT | TDP1 cell noCPT | TDP1 block
14: COc1ccccc1-c1ccc2ncnc(Nc3ccccc3)c2c1
→ 21µM* | -94% | .
15: Cc1ccccc1OCC(=O)Nc1nc2ccccc2[nH]1
→ 29% | -5% | -5%
16: CCCCn1c(N)c(N(CC(C)C)C(=O)CN(C)Cc2cccc(OC)c2)c(=O)[nH]c1=O
→ -12% | -21% | 0%
17: COc1cc(C=NO)nc(-c2ccccn2)c1
→ 1.3µM* | 1.2µM* | .
18: COc1cc(NC(=O)Cc2ccc(S(=O)(=O)N3CCOCC3)s2)c(OC)cc1Cl
→ ? | 21µM* | -9%[0.505 µM]
19: Cc1cc(/C=C2\SC(=S)NC2=O)c(C)[nH]1
→ -3% | -2% | 11%
20: COC(=O)c1cc2oc(C)cc2n1Cc1ccccc1Cl
→ ? | ? | 7%
21: CS(=O)(=O)N1Cc2cc(C(=O)NCC3CCCCC3)nc(-c3cccc(-c4cccnc4)c3)c2[C@H]1CCO
→ ? | ? | .
22: O=C(N/N=C/c1c[nH]c2ccccc12)C1COc2ccccc2O1 (centres undefined)
→ 10µM* | 13µM* | 3%
23: COc1ccc(OCC(=O)N/N=c2\oc3c(OC)cccc3cc2C(N)=O)cc1
→ -7% | 0% | 6%
24: C=CCSc1nc2ccccc2n1S(=O)(=O)c1ccc(C)cc1
→ -11% | -27% | 4%
25: Cn1nccc1C(=O)NC1CCCc2c1cnn2-c1cc(F)cc(F)c1 (centres undefined)
→ 15µM* | ? | 0%
26: COc1cc(/C=N/NC(=S)NC(C)C)ccc1OCC(=O)Nc1c(C)cc(C)cc1C
→ 7.3µM* | 7.3µM* | 1%
27: CNc1nc(C)nc(-n2nc(C)cc2C)n1
→ -9% | -4% | -2%
28: C=CCNC(=O)CC(=O)N/N=C/c1ccc(F)cc1
→ -10% | -4% | 0%
29: COc1ccc(OC)c(/C=N/NC(=O)c2c(C)nc3ccc(C)cn23)c1
→ ? | ? | .
30: Cc1ccc(N(C(=O)c2csnn2)C(C(=O)NC2CCCCC2)c2ccncc2)cc1 (centres undefined)
→ -10% | -24% | .
31: CN(C)c1ccc(CN(C(=O)COc2ccccc2)C2CCS(=O)(=O)C2)cc1 (centres undefined)
→ -8% | -10% | 0%
32: CCc1ccc(OCC(=O)OCC(=O)c2ccc3c(c2)NC(=O)CO3)cc1
→ -8% | -23% | 6%
33: Cc1cccc(-c2nnn3c2nc(NCCc2ccc(S(N)(=O)=O)cc2)c2cc(Cl)ccc23)c1
→ 9.2µM* | 5.8µM* | 4%
34: Cc1oc(-c2ccccc2Cl)nc1CS(=O)CC(=O)N1CCN(c2cccc(C(F)(F)F)c2)CC1 (centres undefined)
→ 9.2µM* | 13µM* | 9%
35: O=C(N1CCOCC1)N1[C@H](COCc2ccccc2)C=CS1(=O)=O
→ 5% | -16% | .
36: CCCCN1C(=O)/C(=C2\SC(N3CCOCC3)=NC2=O)c2ccccc21
→ -7% | -2% | .
37: Cc1ccc(C(=O)Nc2ccc3c(c2)nc(CCNC(=O)c2ccco2)n3C)cc1
→ 3% | -12% | -19%
38: COc1ccc(C2C(C#N)=C(N)Oc3cc(N)ccc32)cc1 (centres undefined)
→ 2% | -4% | 7%
39: CCOc1ccc(S(=O)(=O)Nc2cccc(-c3ccc(N4CCC(C)CC4)nn3)c2)cc1
→ ? | ? | 1%
40: Cc1cc(NC(=O)/C=C/c2ccccc2Cl)n(-c2nc3ccccc3[nH]2)n1
→ ? | 10µM* | 8%

(continued)
nr	molecule	TDP1 cell CPT	TDP1 cell noCPT	TDP1 block
41	CCOc1ccc(N2CC(C(=O)N3CCCc4ccccc43)CC2=O)cc1 (centres undefined)	2%	-20%	13%
42	COc1ccc(OC)c(NC(=S)N2CCc3ccccc3C2)c1	?	?	-3%
43	N=c1oc2ccc(Cl)cc2cc1C(=O)NC1CCCCCC1	26µM*	21µM*	2%
44	CC(C)(C)OC(=O)NCc1ccc(NC(=O)c2nc[nH]c2C(=O)N[C@@H](Cc2ccccc2)C(=O)OC(C)(C)C)cc1	15µM*	12µM*	11%
45	COc1cc(C(O)c2nc(-c3ccc4ccccc4c3)cs2)ccc1F (centres undefined)	23µM*	21µM*	.
46	CC(NC(=O)CN1CCOCC1)c1ccccc1 (centres undefined)	7%	20%	5%
47	COC(=O)C1=C(C)N(C)C(C)=C(C(=O)OC)C1c1ccccn1	-5%	0%	2%
48	O=C(Nc1cnn(Cc2c(Cl)cccc2Cl)c1)C(c1ccccc1)c1ccccc1	23µM*	16µM*	1%
49	Cn1c(N)c(C(=O)COC(=O)c2ccco2)c(=O)n(C)c1=O	-7%	-20%	0%
50	O=C(c1cnc(N2CCCCC2)c2ccccc12)N1CCN(c2ccc(F)cc2)CC1	23µM*	16µM*	5%
51	Cc1ccc(C2=NS(=O)(=O)N(C)C(C(=O)NC3CCCCC3)=C2)cc1	-11%	-24%	.
52	O=C(Nc1cccc(Cl)c1)N(CCCN1CCOCC1)Cc1ccccc1F	-19%	?	7%
53	COc1ccccc1/C=C/C=N/NC(=O)c1ccccn1	2%	-8%	-6%
54	CC1=C(C(N)=O)C(c2sccc2C)n2nnnc2N1 (centres undefined)	0%	-5%	4%
55	CN(C)C(=O)c1ccc(-c2nccc(NCc3cccs3)n2)cc1	-12%	-8%	.
56	CN=C(Nc1cc(C)nn1-c1ccccc1)c1ccc(F)cc1	6%	9%	2%
57	CCN(CC)CCN1C(=O)c2ccccc2NC1c1ccc(F)cc1 (centres undefined)	-5%	3%	0%
58	COc1cc(OC)c(/C=N/n2c(C3CCCCC3)n[nH]c2=S)c(OC)c1	-2%	?	.
59	COc1ccc([C@H]2N[C@]3(CCCN(Cc4ccco4)C3=O)[C@H]3C(=O)N(Cc4ccccc4)C(=O)[C@@H]23)cc1	3%	-13%	.
60	CC(OC(=O)C1CCCC1)C(=O)Nc1ccc(S(N)(=O)=O)cc1 (centres undefined)	-29%	?	2%

Reformatted in transposed form: entries from further up.
56. CN=C(Nc1cc(C)nn1-c1ccccc1)c1ccc(F)cc1
54. CC1=C(C(N)=O)C(c2sccc2C)n2nnnc2N1 (centres undefined)
Screen / compound no.,56,54
TDP1 cell CPT,6%,0%
TDP1 cell noCPT,9%,-5%
TDP1 block,2%,4%

The list continues:
nr	molecule	TDP1 cell CPT	TDP1 cell noCPT	TDP1 block
61	CCOc1ccc(C(=O)OCC(=O)N2CC(C)OC(C)C2)cc1OCC (centres undefined)	-4%	-8%	-7%
62	O=C(COC(=O)Cn1[nH]c(=O)c2ccccc2c1=O)Nc1c(Cl)cccc1C(F)(F)F	-7%	-1%	0%
63	Cc1ccc(-c2cn3c(n2)CCCC3)cc1	?	?	10%
64	S=C1SCN(CCc2ccccc2)CN1CCc1ccccc1	?	18µM*	.
65	C=CCn1c(COc2ccc(F)cc2)nnc1SCC(=O)N1CC(=O)Nc2ccccc21	1%	-15%	-3%
66	COc1ccc(OC)c(NC(=O)CCN2CCCCCC2)c1	-15%	-1%	0%
67	CN(C)CC(C)(O)c1ccc2c(c1)CN(Cc1cccn1-c1cccnc1)CCO2 (centres undefined)	19%[9.04 µM]	-13%	.
68	CC(C)Cc1nn2c(=O)cc(COC(=O)c3cccc(NC(=O)CCc4ccccc4)c3)nc2s1	-18%	-9%	6%
69	O=C(/C=C/c1ccc(Cl)cc1)Nc1ccc(S(=O)(=O)Nc2ncccn2)cc1	-4%	1%	2%
70	CC(=O)NCCn1ccc2ccccc21	14%	13%	-6%
71	Oc1ccc(C2=NNC(c3ccc(O)cc3)=NN2)cc1	-3%	-1%	.
72	CCC(CC)C(=O)N1CCc2cc(OC)c(OC)cc2C1COc1ccc(F)cc1 (centres undefined)	?	?	5%
73	COC(=O)c1c(N)sc(C(=O)NCCc2ccccc2)c1C	?	?	.
74	O=S(=O)(c1ccccc1)c1ccc(NCc2ccco2)cc1	?	?	8%
75	Cc1ccccc1NC(=O)CCc1c(C)nc2c(c1C)c(=O)n(C)c(=O)n2C	4%	?	2%
76	COc1ccc(NC(=O)c2c3c(nc4ccccc24)CCC3)cc1	-6%	-6%	-3%
77	CCOC(=O)c1cccc(C(=O)Nc2nc3ccc(OC)cc3s2)n1	-18%	?	5%
78	O=C(Cn1c(=O)n(Cc2ccccc2)c(=O)c2ccccc21)NCc1ccco1	?	?	-1%

Looked up by compound from the list above, 2 records:
nr	molecule	TDP1 cell CPT	TDP1 cell noCPT	TDP1 block
21	CS(=O)(=O)N1Cc2cc(C(=O)NCC3CCCCC3)nc(-c3cccc(-c4cccnc4)c3)c2[C@H]1CCO	?	?	.
25	Cn1nccc1C(=O)NC1CCCc2c1cnn2-c1cc(F)cc(F)c1 (centres undefined)	15µM*	?	0%
